m5-HT2A agonist = mouse Htr2a agonists via beta-arrestin recruitment, primary screen, cell-based, luminescence; CHO-K1 mHTR2A beta-arrestin complementation; percent of 30 µM serotonin response; AID 624169, 2012; 360,000 compounds, 0.66% hits; 5-hydroxytryptamine receptor 2A (Mus musculus), P35363; activation, % at 7.6 µM;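 active means activation above a run cutoff, the mean activation of all tested compounds plus 3 SD, cut at about 14% in these data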;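 further: 0% = plate median of compound wells and 100% = 30 µM serotonin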
Target sequence (P35363 whole entry, looked up): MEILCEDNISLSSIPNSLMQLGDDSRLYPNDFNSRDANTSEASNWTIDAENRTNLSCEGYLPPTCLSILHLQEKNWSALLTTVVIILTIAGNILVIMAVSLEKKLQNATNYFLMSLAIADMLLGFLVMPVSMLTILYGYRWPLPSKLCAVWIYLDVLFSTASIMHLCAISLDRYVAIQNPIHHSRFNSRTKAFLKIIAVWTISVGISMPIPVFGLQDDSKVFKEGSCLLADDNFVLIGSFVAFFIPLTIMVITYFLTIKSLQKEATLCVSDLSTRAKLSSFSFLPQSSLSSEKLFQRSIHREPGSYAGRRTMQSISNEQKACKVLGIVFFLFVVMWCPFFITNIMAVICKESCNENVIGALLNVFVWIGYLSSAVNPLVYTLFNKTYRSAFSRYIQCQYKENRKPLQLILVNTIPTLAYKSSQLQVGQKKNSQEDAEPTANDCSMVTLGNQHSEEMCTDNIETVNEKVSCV
ABCB6 inh 2 = ABCB6 transporter inhibitors, primary screen, K562-ABCB6 cells, flow cytometry, MLPCN library; K562-ABCB6 porphyrin accumulation, 1 h; hits give low values; AID 602162, 2011; fluorescence ratio to DMSO, % at 10 µM; ATP-binding cassette sub-family B member 6 (Homo sapiens), Q9NP58; 360,000 compounds, 0.19% hits;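 active means fluorescence ratio to DMSO below 75%, the collection mean minus 3 SD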;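 further: signal is porphyrin accumulated inside mitochondria; 100% equals median channel fluorescence of DMSO control wells; lower ratio means ABCB6 inhibition with less porphyrin fluorescence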
Exocytosis inh = LAMP-1 surface exposure blockers, TALL-104 cells – cell-based, flow cytometry, MLPCN library, primary screen. TALL-104 LAMP-1 surface exposure; cells stimulated with thapsigargin and PMA. 360,000 compounds, 0.66% hits. inhibition, % at 10 µM;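 active means inhibition above about 55%, limit read from the data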
MC4R barr agon = MC4R agonists recruiting beta-arrestin, primary screen, cell-based, luminescence, agonist arm of biased-ligand search | U2OS MC4R beta-arrestin complementation; percent of melanotan II response, DMSO zero | activation, % at 8.9 µM | 360,000 compounds, 0.98% hits | AID 540308, 2011 | Melanocortin receptor 4 (Homo sapiens), P32245;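 active means activation above a per-plate cutoff, the mean activation of sample wells on that plate plus 3 SD, cut at about 8% in these data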
Target sequence (P32245 whole entry, looked up): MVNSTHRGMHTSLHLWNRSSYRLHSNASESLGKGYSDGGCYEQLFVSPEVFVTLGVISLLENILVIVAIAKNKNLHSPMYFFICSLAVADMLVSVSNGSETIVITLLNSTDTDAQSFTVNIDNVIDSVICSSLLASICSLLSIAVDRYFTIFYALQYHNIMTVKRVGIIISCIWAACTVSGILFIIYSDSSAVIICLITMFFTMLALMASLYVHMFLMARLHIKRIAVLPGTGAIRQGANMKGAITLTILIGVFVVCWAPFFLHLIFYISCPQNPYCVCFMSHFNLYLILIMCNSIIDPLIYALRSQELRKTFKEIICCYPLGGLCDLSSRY
N-glyco inh = increase of ERlucT glycosylation luciferase signal, primary screen, N-linked glycosylation inhibitor project, D54 ERlucT cells, luminescence, set 2; D54 ERlucT glycosylation luciferase reporter, 24 h; percent of 100 nM tunicamycin response; reporter increase, % at 12.5 µM; 360,000 compounds, 0.23% hits; AID 588692, 2011;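 active means mean luciferase reporter signal, scaled so untreated is 0 and the glycosylation-blocking control 100, at or above a set limit in every replicate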;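 further: luciferase carries N-glycosylation sites so blocking glycosylation raises the light; 0% = median of neutral control wells and 100% = median of 100 nM tunicamycin wells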
MC4R antagonist = MC4R antagonists of cAMP signaling, primary screen, cell-based, TR-FRET, antagonist arm of biased-ligand search | MC4R-expressing cells, MTII-stimulated cAMP, LANCE TR-FRET | inhibition, % at 6.5 µM | 360,000 compounds, 0.48% hits | AID 540295, 2011;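 active means inhibition above its plate's cutoff, the mean of tested wells on that plate plus 3 SD, cut at about 29% in these data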;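 further: 0% = Melanotan II alone and 100% = Melanotan II plus saturating MCL0020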
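Test system: U2OS cells stably expressing human melanocortin 4 receptor (MC4R); also added: Melanotan II challenge; compound: 6.5 µM single dose; timing: 30-min compound preincubation, 1-h Melanotan II challenge, 1-h detection, room temperature; signal: Eu-cAMP/anti-cAMP TR-FRET, emission 671 nm; repeats: one well per compound, no replicates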
hiPSC survival = enhancers of single-cell hiPSC survival, primary screen, ATPlite luminescence; 100% = ROCK inhibitor wells, 0% = DMSO; survival enhancement, % at 20 µM; 360,000 compounds, 0.044% hits; AID 602274, 2012; in the data active means survival enhancement above about 18%;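 further: cells exposed to compounds for 16 hours before the ATP read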
aDG glyco up = activators of alpha-DG glycosylation, primary screen, uHTS, Pro5-aDG cells, AlphaScreen. alpha-DG glycosylation AlphaScreen (IIH6); 0% Pro5, 100% B10-LARGE cell signal. activation, % at 10 µM. 360,000 compounds, 0.22% hits. AID 624168, 2012;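 active means activation of at least 8% versus controls, or a plate z-score of at least 8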;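 further: Pro5 are CHO cells carrying HIG-tagged alpha-DG that lacks glycosylation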
ABHD5-PLIN5 inh = ABHD5-PLIN5 interaction inhibitors, primary screen, cell lysate, split luciferase complementation, luminescence; Split G. princeps luciferase complementation, 4 h; AID 602281, 2012; 360,000 compounds, 0.78% hits; inhibition, % at 4 µM;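 active means inhibition above the mean inhibition across every tested compound plus 3 SD, cut at about 22% in these data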;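 further: 0% = DMSO only wells and the 100% control is not disclosed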
Cardio protect = cardioprotection against H2O2-induced cell death, primary screen, uHTS, H9c2 cells, ATPLite luminescence; H9c2 cardiomyocytes, H2O2 injury protection, 2 h; protection from H2O2 cell death, % at 20 µM; 360,000 compounds, 0.63% hits; AID 588492, 2011;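 active means compounds giving at least 50% protection of heart cells from peroxide-induced death in the single-dose screen, raw or plate-pattern-corrected value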;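 further: 0% = DMSO wells with peroxide and 100% = DMSO wells without peroxide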
* = called active by the depositor.

Results for CC1(c2ccc(OCC(N)=O)cc2)NC(=O)NC1=O (stereo not drawn) ?
m5-HT2A agonist: 0.8; ABCB6 inh 2: 163.0; Exocytosis inh: -8.2; MC4R barr agon: -1.2; N-glyco inh: 1.8; MC4R antagonist: 0.3; hiPSC survival: -0.5; aDG glyco up: -0.3; ABHD5-PLIN5 inh: 10.0; Cardio protect: 2.9

How did COc1ccc(NC(=O)Nn2cnnc2)cc1OC do in these assays?
m5-HT2A agonist: 5.5; ABCB6 inh 2: 91.0; Exocytosis inh: 1.5; MC4R barr agon: -2.5; N-glyco inh: 1.9; MC4R antagonist: 1.1; hiPSC survival: -0.2; aDG glyco up: -0.3; ABHD5-PLIN5 inh: -1.9; Cardio protect: 0.5

How did Nc1ccc2c(=O)[nH][nH]c(=O)c2c1 do in these assays?
m5-HT2A agonist: 0.9; ABCB6 inh 2: 96.0; Exocytosis inh: -11.1; MC4R barr agon: -0.2; N-glyco inh: 1.3; MC4R antagonist: 0.5; hiPSC survival: -0.3; aDG glyco up: -0.1; ABHD5-PLIN5 inh: -1.8; Cardio protect: 5.9

How did CCCS(=O)(=O)NC(=O)C1(C)CCN(C(=O)c2c(C)noc2C)C1 (stereo not drawn) do in these assays?
m5-HT2A agonist: 3.7; ABCB6 inh 2: 99.0; Exocytosis inh: 5.1; MC4R barr agon: 0.8; N-glyco inh: -0.6; MC4R antagonist: 12.3; hiPSC survival: -2.1; aDG glyco up: 0.1; ABHD5-PLIN5 inh: -8.4; Cardio protect: -2.4

What do the screens show for `CC(=O)c1ccc(NC(=O)/C(C#N)=C/c2ccncc2)cc1`?
m5-HT2A agonist: -5.4; ABCB6 inh 2: 104.0; Exocytosis inh: -2.9; MC4R barr agon: -2.1; N-glyco inh: 2.8; MC4R antagonist: 9.0; hiPSC survival: -0.3; aDG glyco up: -0.1; ABHD5-PLIN5 inh: 1.7; Cardio protect: 3.0

What do the screens show for `COC(=O)Nc1cc(C(=O)c2ccc(Cl)cc2Cl)c[nH]1`?
m5-HT2A agonist: 0.6; ABCB6 inh 2: 106.0; Exocytosis inh: 44.3; MC4R barr agon: -1.6; N-glyco inh: -4.4; MC4R antagonist: 1.1; hiPSC survival: 0.2; aDG glyco up: 0.0; ABHD5-PLIN5 inh: 5.0; Cardio protect: -0.1

Results for CC1CC1C(=O)N(C)CC(=O)Nc1ccccc1Br (stereo not drawn) ?
m5-HT2A agonist: 1.6; ABCB6 inh 2: 95.0; Exocytosis inh: -1.6; MC4R barr agon: -1.2; N-glyco inh: 1.6; MC4R antagonist: 5.5; hiPSC survival: -0.5; aDG glyco up: -0.1; ABHD5-PLIN5 inh: 1.7; Cardio protect: -3.8

Results for CC(=O)NCCc1nc2ccccc2n1CCOc1ccccc1 ?
m5-HT2A agonist: -7.1; ABCB6 inh 2: 94.0; Exocytosis inh: 4.1; MC4R barr agon: -2.2; N-glyco inh: 3.1; MC4R antagonist: 2.2; hiPSC survival: 0.1; aDG glyco up: 0.0; ABHD5-PLIN5 inh: 0.9; Cardio protect: -3.0

How did Cc1cc([N+](=O)[O-])nn1CCCC(=O)NC(C)c1ccccc1 (stereo not drawn) do in these assays?
m5-HT2A agonist: 3.1; ABCB6 inh 2: 99.0; Exocytosis inh: -1.4; MC4R barr agon: -0.6; N-glyco inh: 0.4; MC4R antagonist: 1.6; hiPSC survival: 1.6; aDG glyco up: 0.4; ABHD5-PLIN5 inh: 4.4; Cardio protect: -5.0

Results for C=CCSc1ncc(-c2ccccc2)cn1 ?
m5-HT2A agonist: -2.7; ABCB6 inh 2: 98.0; Exocytosis inh: 1.2; MC4R barr agon: 1.3; N-glyco inh: -1.1; MC4R antagonist: 25.7; hiPSC survival: 3.1; aDG glyco up: 0.3; ABHD5-PLIN5 inh: -0.8; Cardio protect: 0.2

What do the screens show for `Cc1ccc(OS(=O)(=O)c2c(C)nn(C)c2Cl)c(C)c1`?
m5-HT2A agonist: -2.3; ABCB6 inh 2: 100.0; Exocytosis inh: -1.6; MC4R barr agon: -3.8; N-glyco inh: -4.6; MC4R antagonist: -8.9; hiPSC survival: 0.0; aDG glyco up: -0.3; ABHD5-PLIN5 inh: 1.4; Cardio protect: 0.7

Results for COC(=O)c1sc(N2C(=O)c3oc4ccccc4c(=O)c3C2c2cccs2)nc1C (stereo not drawn) ?
m5-HT2A agonist: -2.2; ABCB6 inh 2: 97.0; Exocytosis inh: -1.6; MC4R barr agon: 0.5; N-glyco inh: 0.7; MC4R antagonist: 0.7; hiPSC survival: 2.4; aDG glyco up: -0.3; ABHD5-PLIN5 inh: -3.2; Cardio protect: 21.2

What do the screens show for `O=C(O)CCCC(=O)NNc1ncnc2ccccc12`?
m5-HT2A agonist: 4.8; ABCB6 inh 2: 92.0; Exocytosis inh: -2.8; MC4R barr agon: 2.2; N-glyco inh: -1.4; MC4R antagonist: -6.5; hiPSC survival: -1.9; aDG glyco up: -0.2; ABHD5-PLIN5 inh: 13.4; Cardio protect: 2.5

How did Cc1ccccc1C(=O)N1CCC(C(=O)Nc2ccc(F)cc2)CC1 do in these assays?
m5-HT2A agonist: -6.7; ABCB6 inh 2: 95.0; Exocytosis inh: -2.8; MC4R barr agon: 3.1; N-glyco inh: 2.6; MC4R antagonist: 10.0; hiPSC survival: 2.1; aDG glyco up: -0.2; ABHD5-PLIN5 inh: 6.6; Cardio protect: 3.0

How did CN(C)S(=O)(=O)c1ccc(C(=O)NCc2nnc(SCC(=O)N3CCCC3)o2)cc1 do in these assays?
m5-HT2A agonist: 4.0; ABCB6 inh 2: 90.0; Exocytosis inh: 1.0; MC4R barr agon: -2.5; N-glyco inh: 1.2; MC4R antagonist: 2.8; hiPSC survival: -0.5; aDG glyco up: -0.1; ABHD5-PLIN5 inh: -1.5; Cardio protect: 7.2

How did Cc1ccc(NC(=O)C2(c3ccccc3)CCCC2)nc1 do in these assays?
m5-HT2A agonist: -1.6; ABCB6 inh 2: 100.0; Exocytosis inh: 0.9; MC4R barr agon: 0.7; N-glyco inh: -0.5; MC4R antagonist: 5.6; hiPSC survival: 0.6; aDG glyco up: 0.3; ABHD5-PLIN5 inh: 8.1; Cardio protect: -8.1

How did O=C(CN1CCN(c2ncc(C(F)(F)F)cc2Cl)CC1)Nc1ccc2c(c1)OCO2 do in these assays?
m5-HT2A agonist: -5.5; ABCB6 inh 2: 98.0; Exocytosis inh: -0.4; MC4R barr agon: 3.9; N-glyco inh: 2.1; MC4R antagonist: 8.8; hiPSC survival: -2.8; aDG glyco up: 0.2; ABHD5-PLIN5 inh: -12.1; Cardio protect: 1.0

Results for O=[N+]([O-])c1ccc(Nc2ccc(F)cc2)nc1 ?
m5-HT2A agonist: -6.6; ABCB6 inh 2: 93.0; Exocytosis inh: 1.3; MC4R barr agon: -2.0; N-glyco inh: -2.7; MC4R antagonist: 1.4; hiPSC survival: -1.4; aDG glyco up: -0.3; ABHD5-PLIN5 inh: -4.2; Cardio protect: -0.5

What do the screens show for `CCN(CC)CCCNC(=O)N[C@@H](Cc1ccccc1)C(=O)O`?
m5-HT2A agonist: 4.6; ABCB6 inh 2: 105.0; Exocytosis inh: 7.3; MC4R barr agon: 1.0; N-glyco inh: 1.6; MC4R antagonist: 0.7; hiPSC survival: -2.9; aDG glyco up: 0.2; ABHD5-PLIN5 inh: 0.3; Cardio protect: 7.7

What do the screens show for `O=C(/C=C\Nc1ccccn1)c1ccc(Cl)cc1`?
m5-HT2A agonist: -6.2; ABCB6 inh 2: 98.0; Exocytosis inh: 13.8; MC4R barr agon: 0.9; N-glyco inh: -19.5; MC4R antagonist: -4.6; hiPSC survival: -3.2; aDG glyco up: -0.2; ABHD5-PLIN5 inh: 8.3; Cardio protect: -19.5

Results for Cc1ccc(C(=O)NC(C)c2nnc(SCC(=O)NC3CCCC3)n2C)cc1 (stereo not drawn) ?
m5-HT2A agonist: -2.4; ABCB6 inh 2: 92.0; Exocytosis inh: 0.3; MC4R barr agon: -2.6; N-glyco inh: 2.7; MC4R antagonist: 6.3; hiPSC survival: -0.3; aDG glyco up: -0.3; ABHD5-PLIN5 inh: -0.8; Cardio protect: 5.1

What do the screens show for `CCCc1cc(=O)[nH]c(SCC(=O)N2CCc3ccccc32)n1`?
m5-HT2A agonist: 0.7; ABCB6 inh 2: 90.0; Exocytosis inh: 0.5; MC4R barr agon: -0.4; N-glyco inh: 1.6; MC4R antagonist: 5.7; hiPSC survival: 0.0; aDG glyco up: 0.0; ABHD5-PLIN5 inh: 2.0; Cardio protect: 2.0

Results for CC(Sc1ccccc1)C(=O)NNC(=O)c1csc(N2CCOCC2)n1 (stereo not drawn) ?
m5-HT2A agonist: 6.4; ABCB6 inh 2: 98.0; Exocytosis inh: -6.4; MC4R barr agon: 2.0; N-glyco inh: 1.2; MC4R antagonist: 6.2; hiPSC survival: -0.1; aDG glyco up: 1.0; ABHD5-PLIN5 inh: 1.7; Cardio protect: 2.1

Results for COCCn1c(=NC(=O)C2COc3ccccc3O2)sc2cc(S(N)(=O)=O)ccc21 (stereo not drawn) ?
m5-HT2A agonist: 3.5; ABCB6 inh 2: 95.0; Exocytosis inh: -3.2; MC4R barr agon: -1.7; N-glyco inh: -3.8; MC4R antagonist: 12.6; hiPSC survival: -1.2; aDG glyco up: 0.0; ABHD5-PLIN5 inh: 5.5; Cardio protect: 12.8

What do the screens show for `CC(=O)c1ccc(N(C(=O)CNC(=O)c2ccco2)C(C(=O)NCC2CCCO2)c2ccccc2)cc1` (stereo not drawn)?
m5-HT2A agonist: -1.3; ABCB6 inh 2: 94.0; Exocytosis inh: -0.7; MC4R barr agon: 1.4; N-glyco inh: 2.1; MC4R antagonist: 2.5; hiPSC survival: -1.3; aDG glyco up: -0.1; ABHD5-PLIN5 inh: -1.7; Cardio protect: 1.7

Results for CCN1C(=O)/C(=C/C=C2/Sc3ccc4ccccc4c3N2CCO)SC1=S ?
m5-HT2A agonist: 2.5; ABCB6 inh 2: 438.0; Exocytosis inh: 4.5; MC4R barr agon: 0.3; N-glyco inh: -0.4; MC4R antagonist: 0.4; hiPSC survival: -0.5; aDG glyco up: 0.0; ABHD5-PLIN5 inh: 0.6; Cardio protect: 5.7

How did COc1ccc(NC(=O)c2c3c(nc4ccccc24)CCN(Cc2ccccc2)C3)c(OC)c1 do in these assays?
m5-HT2A agonist: -2.9; ABCB6 inh 2: 109.0; Exocytosis inh: 1.7; MC4R barr agon: 0.1; N-glyco inh: -0.9; MC4R antagonist: 26.2; hiPSC survival: 0.5; aDG glyco up: -0.8; ABHD5-PLIN5 inh: 4.4; Cardio protect: 26.4

High-throughput results (PubChem BioAssay)

Rows are unselected; 4.5% or so of the library scored in one or more.
